Screening data as filed in PubChem BioAssay.
C2C12 statin: suppressors of statin myotoxicity in C2C12 myotubes, primary screen, cell-based, single point, plate reader; C2C12 myotubes + simvastatin, ATP luminescence, 48 h; scaled: DMSO 0, geranylgeraniol control 100; rescue of ATP level, % at 7.49 µM; 330,000 tested, 0.78% active; AID 602340, 2012;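 active = mean ATP rescue above about 67%, or every replicate alone reaching that limit, limit read from the data, passing the limit was not always enough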;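 note: myotubes were challenged with 10 µM simvastatin during compound exposure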
Cneo AK release: Cryptococcus neoformans cell lysis inducers, primary screen, AK release luminescence, single concentration; 360,000 tested, 0.2% active; C. neoformans lysis, adenylate kinase release luminescence, 4 h; normalised: neutral wells 0, clomiphene wells 100; AID 651654, 2012; lysis activity, % at 15 µM;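 active = mean lysis activity across replicates of at least 80%, whatever share of replicates individually reach that level; inactive = mean lysis activity below 80%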
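Schedule: static 4 h at 37 °C with compound, 1 h detection; system: C. neoformans cells; benchmarks: Clomiphene as positive control; buffer or medium: fresh YPD medium; measure: luminescence rise reflecting yeast cell lysis; measured by: luminescent adenylate kinase detection reagent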
PGC1a acetyl inh: inhibitors of PGC1a acetylation signal, primary screen, cell-based, U2OS, AlphaScreen, inhibitor mode; AlphaScreen anti-acetyl-lysine; with virally co-expressed GCN5 acetyltransferase; inhibition, % at 15.6 µM; 350,000 tested, 0.17% active; AID 651687, 2012;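 active = every replicate shows inhibition of at least 40%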;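 note: 0% = neutral control wells and 100% = positive control wells; some results beyond the cut were filed as inactive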
LGR2 inh: inhibitors of bursicon-induced LGR2 CRE-luciferase signal, primary screen, cell-based, HEK293, CRE-luciferase reporter, bursicon stimulation; Drosophila bursicon receptor LGR2 (rickets); inhibition, % at 9.99 µM; 380,000 tested, 0.35% active; bursicon-stimulated, 4 h;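 active = drop in luminescence signal, shown as inhibition above about 50% in the replicate tests, limit read from the data, passing the limit was not always enough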;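 note: agonist challenge used bursicon conditioned medium at about half maximal strength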
ERAP1 HTS inh: human ERAP1 aminopeptidase inhibitors, primary screen, biochemical, single point, plate reader. Endoplasmic reticulum aminopeptidase 1 (Homo sapiens), Q9NZ08. recombinant ERAP1, Leu-AMC fluorescence, 60 min. inhibition, % at 10.7 µM. 340,000 tested, 0.15% active;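 active = mean replicate inhibition of at least 30%, or all replicates individually reaching that 30% level; inactive = mean below 30% and not every replicate reaching it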;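 note: 0% = neutral control wells and 100% = L-leucinethiol positive control wells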
Target sequence (Q9NZ08 whole entry, looked up): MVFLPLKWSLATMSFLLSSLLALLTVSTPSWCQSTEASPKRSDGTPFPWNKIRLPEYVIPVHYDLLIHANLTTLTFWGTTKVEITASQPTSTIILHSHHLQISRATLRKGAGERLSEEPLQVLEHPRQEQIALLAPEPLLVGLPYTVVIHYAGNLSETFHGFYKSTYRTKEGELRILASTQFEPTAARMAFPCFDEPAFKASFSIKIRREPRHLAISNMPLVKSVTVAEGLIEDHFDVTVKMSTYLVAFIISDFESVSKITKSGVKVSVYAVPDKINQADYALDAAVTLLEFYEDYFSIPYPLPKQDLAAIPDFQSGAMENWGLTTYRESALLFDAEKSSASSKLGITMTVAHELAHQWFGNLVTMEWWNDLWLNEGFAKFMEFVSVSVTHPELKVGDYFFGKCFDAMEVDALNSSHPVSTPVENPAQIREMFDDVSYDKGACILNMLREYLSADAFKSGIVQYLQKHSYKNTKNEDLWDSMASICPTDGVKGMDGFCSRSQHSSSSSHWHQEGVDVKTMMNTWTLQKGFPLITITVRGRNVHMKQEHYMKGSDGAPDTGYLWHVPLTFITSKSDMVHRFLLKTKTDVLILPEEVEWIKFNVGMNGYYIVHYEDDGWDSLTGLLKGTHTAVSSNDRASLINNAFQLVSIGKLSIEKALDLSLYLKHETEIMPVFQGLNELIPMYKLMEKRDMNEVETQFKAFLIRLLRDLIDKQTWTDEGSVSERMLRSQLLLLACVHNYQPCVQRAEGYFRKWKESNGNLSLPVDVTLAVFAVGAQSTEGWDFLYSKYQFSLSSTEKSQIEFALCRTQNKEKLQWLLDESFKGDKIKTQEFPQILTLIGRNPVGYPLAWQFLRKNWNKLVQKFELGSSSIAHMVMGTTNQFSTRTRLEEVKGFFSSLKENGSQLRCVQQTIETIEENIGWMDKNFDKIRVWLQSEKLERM
SIRT5 block: SIRT5 desuccinylase inhibitors, primary screen, biochemical, fluorescence imaging, single point, set 5. NAD-dependent protein deacylase sirtuin-5, mitochondrial (Homo sapiens), Q9NXA8. Purified SirT5, succinyl-peptide AMC, trypsin-coupled fluorescence. inhibition, % at 15 µM. 330,000 tested, 1.1% active; in the data active = inhibition above about 15%
S100A4 MyoIIA: inhibitors of S100A4-myosin IIA peptide binding, primary screen, biochemical, fluorescence polarization, TAMRA-MyoIIA peptide. Protein S100-A4 (Homo sapiens), P26447. inhibition, % at 10.7 µM. AID 652163, 2013. 360,000 tested, 0.14% active;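 active = mean inhibition of at least 70% across replicates, with every replicate also reaching that level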
Target sequence (P26447 whole entry, looked up): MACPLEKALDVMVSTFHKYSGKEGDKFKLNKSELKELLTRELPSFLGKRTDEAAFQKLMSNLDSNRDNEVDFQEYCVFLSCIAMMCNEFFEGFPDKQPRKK
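assay system = human S100A4 monomer with TAMRA-labelled myosin IIA peptide | also added = labelled myosin peptide probe, 5 nM | incubation = 5 min between mix addition and reading | control set = DMSO and TFP controls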
Xi reactivation: activators of inactive X chromosome reactivation, primary screen, imaging, XiGFP fibroblasts, GFP high-content imaging, set 2; XiGFP mouse fibroblasts, % GFP-positive cells imaging, 3 d; cells co-treated with 5-aza-dC sensitizer; scaled so ellipticine positive control = 100%; activation, % at 7.58 µM; 360,000 tested, 0.055% active;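 active = mean normalized replicate activation at least 10% and every replicate at or above 10%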;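 note: 0% = median of on-plate neutral control wells and 100% = ellipticine 6 µM median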
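Material: SV40-immortalized XiGFP fibroblast cells, line 68-5-11 | Buffer or medium: DMEM containing 5-aza-dC | Dosing: One concentration, pinned | Times: 3 d treatment, 15 min room-temperature fixation | Controls: Ellipticine 6 µM positive control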
Starred values were filed as active, the others as inactive; · = no result given.

SMILES | C2C12 statin | Cneo AK release | PGC1a acetyl inh | LGR2 inh | ERAP1 HTS inh | SIRT5 block | S100A4 MyoIIA | Xi reactivation
COc1ccc(OC)c(C(C)NC(=O)Nc2cccc(C(C)=O)c2)c1 (stereo not drawn) | · | · | · | -17 | 4 | -2 | 0 | -1.2
O=C(C1=C[C@@H](c2ccc(Br)cc2)C[C@@H](OCCCCO)O1)N1CCCCCCC1 | · | -1 | · | · | -2 | -2 | 1 | ·
COc1ccccc1C#Cc1ccc([C@H]2[C@@H](CO)N3CCCCN(S(C)(=O)=O)C[C@H]23)cc1 | 8 | 1 | 4 | 10 | 0 | -14 | 3 | 0.0
COc1ccc(CC(=O)c2ccc(O)cc2O)cc1 | 3 | -15 | 3 | -77 | -1 | 2 | -1 | ·
COc1ccccc1CNC(=O)COc1ccc(S(=O)(=O)N2CCOCC2)cc1C | -7 | 1 | -1 | 7 | -3 | -3 | -20 | 0.3
CC(C)NC(=O)N[C@@H]1CC[C@@H](CC(=O)NC2Cc3ccccc3C2)O[C@H]1CO | 19 | -1 | 3 | 22 | -3 | 8 | 1 | -0.1
C[C@H](CO)N1C[C@H](C)[C@H](CN(C)C(=O)NC2CCCCC2)Oc2ccc(NC(=O)Cc3cn(C)c4ccccc34)cc2C1=O | -35 | 1 | -4 | -12 | -1 | 5 | -3 | -0.8
Cc1noc(C)c1S(=O)(=O)Nc1ccc2c(c1)C(=O)N([C@H](C)CO)C[C@@H](C)[C@H](CN(C)S(C)(=O)=O)O2 | · | 0 | -3 | -3 | 0 | 2 | 2 | 0.2
C[C@@H]1CN([C@@H](C)CO)C(=O)Cc2cc(NC(=O)Nc3ccc(F)cc3)ccc2O[C@H]1CN(C)C(=O)Nc1ccc2c(c1)OCO2 | -13 | -2 | 6 | 0 | 0 | 1 | 3 | 0.5
Nc1ccn([C@@H]2O[C@H](C(=O)N3CCCN(Cc4ccccc4F)CC3)[C@@H](O)[C@H]2O)c(=O)n1 | · | · | · | 10 | · | -1 | -2 | 0.0
COc1ccc(S(=O)(=O)N2CN3CCN(C3)C2)cc1OC | 7 | -1 | 5 | -18 | -1 | -2 | -1 | 0.1
Cc1nc2ccc(NS(=O)(=O)c3c(F)cccc3F)cc2s1 | -6 | 2 | · | 24 | -1 | 1 | -4 | 0.1
COc1ccc(N(C(=O)CNC(=O)c2cccs2)C(C(=O)NCC2CCCO2)c2ccccc2)cc1OC (stereo not drawn) | · | · | 8 | 7 | 1 | -2 | 2 | 0.0
C[C@@H]1CN([C@@H](C)CO)C(=O)c2cc(/C=C/c3ccccc3)cnc2O[C@@H]1CN(C)S(C)(=O)=O | 0 | 83* | 2 | -8 | -2 | -18 | -3 | 0.0
CN1C(=O)c2cc(NC(=O)C3CCOCC3)ccc2OC[C@H]2O[C@@H](CC(=O)NCc3ccccc3F)CC[C@H]21 | -20 | -4 | 9 | -4 | 0 | -4 | 1 | 0.0
Cc1ccc(S(=O)(=O)Nc2ncnc3sccc23)cc1C | 13 | 0 | 14 | · | 1 | 2 | 1 | 0.1
COc1cc2nc(CCc3ccccc3)oc(=O)c2cc1OC | · | · | 8 | 7 | -1 | 0 | 2 | 0.0
Cc1noc(C)c1S(=O)(=O)N(C)C[C@@H]1OCCCC[C@@H](C)Oc2ccc(NS(=O)(=O)c3ccc(Cl)cc3)cc2C(=O)N([C@@H](C)CO)C[C@@H]1C | · | 1 | -1 | 4 | -3 | 10 | -5 | -1.1
O=C(COC(=O)c1ccc(F)cc1F)Nc1ccc(S(=O)(=O)N2CCOCC2)cc1 | 3 | 2 | -8 | 6 | -4 | · | 0 | 0.0
O=C(C1CCC1)N1CCCCN2[C@H](C1)[C@H](c1ccc(C#CC3(O)CCCC3)cc1)[C@@H]2CO | -18 | -1 | 4 | -10 | 0 | -3 | 2 | 0.2
Cc1onc(-c2c(Cl)cccc2Cl)c1C(=O)NC1CCCCC1 | 2 | 13 | -19 | 9 | -1 | -2 | 0 | 0.0
CCOc1cc(C2NC(=O)NC(C)=C2C(=O)OCC2CCCCC2)ccc1O (stereo not drawn) | -2 | -9 | -2 | 12 | 3 | -1 | 7 | 0.1
Cc1cc(C)n2c(NC3CCCCC3)c(-c3cccnc3)nc2n1 | · | · | · | 14 | 1 | · | -18 | 0.1
CN(Cc1ccccc1)C(=O)c1ccc(NC(=O)Cc2ccc(NC(=O)C3CCN(C(=O)C4CCC4)CC3)cc2)cc1 | -6 | -3 | 2 | -4 | -4 | 1 | -1 | -0.1
CC(NC(=O)c1ccc2ccccc2n1)c1ccccc1 (stereo not drawn) | 20 | -2 | -3 | -11 | -5 | -1 | -1 | 0.3
CCCNC(=O)N(C)C[C@@H]1Oc2cc(C#CC(C)C)ccc2S(=O)(=O)N([C@@H](C)CO)C[C@@H]1C | 63 | -1 | -12 | -7 | · | · | · | -0.4
COc1ccc(-n2c(C)ccc2-c2ccccc2)cn1 | 10 | 17 | · | -13 | -4 | 6 | -13 | 0.1
CC(OC(=O)CN1C(=O)C2CC=CCC2C1=O)C(=O)Nc1ccc(F)cc1Cl (stereo not drawn) | -2 | 0 | 0 | 0 | 3 | 1 | 0 | 0.0
CCN(CC)CC(=O)Nc1ccccc1SCC(=O)Nc1ccsc1C(=O)OC | · | · | · | 10 | -3 | 1 | 2 | 0.1
COc1cccc(C(=O)Nc2ccc3c(c2)C(=O)N(C)C[C@@H](OC)[C@H](C)CN(CC2CC2)[C@H](C)CO3)c1 | 1 | -5 | -10 | -10 | -1 | 1 | -42 | 0.0
Cc1ccccc1-c1ccccc1[C@@H]1[C@@H](C#N)N(C(=O)c2ccc(F)cc2)[C@H]1CO | · | · | 10 | -23 | -1 | 1 | -5 | 0.0
CCCCOc1ccc(C2C(=O)N(C3CCCCC3)CC(=O)N2CC2CCCO2)cc1 (stereo not drawn) | 2 | -2 | -11 | 4 | · | · | · | ·
CCC(=O)N=c1sc2c(C)cc(C)cc2n1CC(=O)OC | 3 | 2 | · | · | 1 | -1 | 0 | -0.1
C[C@@H]1CN([C@H](C)CO)C(=O)Cc2cc(NC(=O)CCCCCC(=O)Nc3ccccc3N)ccc2O[C@@H]1CN(C)Cc1ccc(Oc2ccccc2)cc1 | 27 | -1 | 2 | · | 0 | 16* | 3 | 0.1
COc1cccc(CNC(=O)[C@@H]2CCCN2C(=O)[C@@H]2CCCN2C(=O)c2ccc(Cl)cc2)c1 | · | · | · | 5 | · | -1 | 3 | 0.0
Cc1ccc(NC(=O)C(C)[n+]2ccccc2)cc1[N+](=O)[O-] (stereo not drawn) | · | -2 | 2 | 0 | 1 | 1 | 0 | -0.1
CN1CCN(CCCOc2ccc(-c3ccccc3)cc2)CC1 | 1 | 2 | -18 | -17 | -3 | -3 | -4 | 0.0
COc1ccc(-c2cccc(-c3cc(=O)oc4ccc(C(C)(C)C)cc34)c2)cc1 | -1 | -1 | -4 | 7 | · | 0 | 0 | 0.2
CCCN1C[C@@H](C)[C@H](OC)CN(C)C(=O)c2cc(NC(=O)c3ccccc3F)ccc2OC[C@@H]1C | 10 | -4 | -11 | 10 | 0 | -1 | -7 | -0.1
COc1ccc(Br)cc1/C=N/NC(=O)CNC(=O)c1cccnc1 | 0 | -1 | 2 | 1 | 3 | -1 | 6 | 1.3

(cont.)
The line under a structure holds: C2C12 statin, Cneo AK release, PGC1a acetyl inh, LGR2 inh, ERAP1 HTS inh, SIRT5 block, S100A4 MyoIIA, Xi reactivation
COC(=O)C1=C(C)NC(C)=C(C(=O)OC)C1C(=O)OCc1nc2cc(C(=O)OC)ccc2c(=O)[nH]1
→ 0, 1, ·, 13, 2, -3, 9, 0.0
CCCC(=O)Nc1nn(CC)c2nc3ccc(C)cc3cc12
→ 23, -3, -16, -1, 4, -1, -22, 0.0
O=P(O)(O)c1ccccc1OCCCCCOc1ccccc1P(=O)(O)O
→ 5, 0, 3, -3, ·, ·, ·, ·
CC(=O)N(Cc1ccccc1)C(CC(=O)NCc1ccccc1)C(=O)O (stereo not drawn)
→ 2, -2, -14, -8, 0, ·, 7, -0.1
C[C@@H](C(=O)Nc1ccc(OC(F)F)c(Cl)c1)N1C(=O)C2CC=CCC2C1=O (stereo partly drawn)
→ 4, -5, 4, 6, 2, -1, 11, 0.4
COc1ccc(-c2ccc(SCC(=O)NCC3CCCO3)nn2)cc1OC (stereo not drawn)
→ 6, -2, -3, -10, 2, -2, -5, 0.2
COc1ccc(/C=c2\s/c(=C(/C#N)C(=O)NCc3ccco3)n(-c3ccccc3)c2=O)cc1
→ 7, -1, 6, -4, -1, -1, -1, 0.2
Nc1ccccc1C(=O)NNc1c2ccccc2nc2ccccc12
→ ·, -5, -3, 1, -2, 1, -7, -0.1
Cc1cccc2cc(COC(=O)c3ccccn3)c(=O)[nH]c12
→ -1, 1, 10, -5, ·, ·, ·, ·
COc1ccccc1C(=O)Nc1ccc2c(c1)C(=O)N(C)[C@H]1CC[C@H](CC(=O)NCCc3ccncc3)O[C@H]1CO2
→ 7, -2, ·, 7, 0, 1, 0, 0.0
O=C(Nc1ccccc1F)N[C@@H]1CC[C@@H](CCNC(=O)C2CCOCC2)O[C@@H]1CO
→ 2, 16, 1, 16, 0, 1, -14, -0.4
C=CCC(C(=O)c1ccccc1)[N+](C)(C)CC=C (stereo not drawn)
→ ·, ·, -2, -10, -2, -4, -15, 0.0

Quoted at random: 3 entries already listed.
The line under a structure holds: C2C12 statin, Cneo AK release, PGC1a acetyl inh, LGR2 inh, ERAP1 HTS inh, SIRT5 block, S100A4 MyoIIA, Xi reactivation
COc1ccc(-c2ccc(SCC(=O)NCC3CCCO3)nn2)cc1OC (stereo not drawn)
→ 6, -2, -3, -10, 2, -2, -5, 0.2
C=CCC(C(=O)c1ccccc1)[N+](C)(C)CC=C (stereo not drawn)
→ ·, ·, -2, -10, -2, -4, -15, 0.0
COC(=O)C1=C(C)NC(C)=C(C(=O)OC)C1C(=O)OCc1nc2cc(C(=O)OC)ccc2c(=O)[nH]1
→ 0, 1, ·, 13, 2, -3, 9, 0.0

A portion of the library. The share of hits here may be higher or lower than overall.
